Screening data as filed in PubChem.
AddAB inh – less growth of phage-infected E. coli with AddAB; inhibition, % at 11.9 µM; E. coli expressing H. pylori AddAB, absorbance growth; AID 435030; 330,000 compounds, 0.29% hits; in the data active = inhibition above about 12%;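 note: 0% = vehicle wells of infected cells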
DAGLB inh – blocks human DAGLB lipase activity; AID 504411; 340,000 compounds, 0.059% hits; Q8NCG7; inhibition, % at 5.17 µM; HEK293T DAGLB membrane lysate, EnzChek fluorogenic substrate; in the data active = inhibition above about 34%;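 note: 0% = enzyme with vehicle and 100% = wells lacking enzyme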
Target sequence (Q8NCG7 whole entry, looked up): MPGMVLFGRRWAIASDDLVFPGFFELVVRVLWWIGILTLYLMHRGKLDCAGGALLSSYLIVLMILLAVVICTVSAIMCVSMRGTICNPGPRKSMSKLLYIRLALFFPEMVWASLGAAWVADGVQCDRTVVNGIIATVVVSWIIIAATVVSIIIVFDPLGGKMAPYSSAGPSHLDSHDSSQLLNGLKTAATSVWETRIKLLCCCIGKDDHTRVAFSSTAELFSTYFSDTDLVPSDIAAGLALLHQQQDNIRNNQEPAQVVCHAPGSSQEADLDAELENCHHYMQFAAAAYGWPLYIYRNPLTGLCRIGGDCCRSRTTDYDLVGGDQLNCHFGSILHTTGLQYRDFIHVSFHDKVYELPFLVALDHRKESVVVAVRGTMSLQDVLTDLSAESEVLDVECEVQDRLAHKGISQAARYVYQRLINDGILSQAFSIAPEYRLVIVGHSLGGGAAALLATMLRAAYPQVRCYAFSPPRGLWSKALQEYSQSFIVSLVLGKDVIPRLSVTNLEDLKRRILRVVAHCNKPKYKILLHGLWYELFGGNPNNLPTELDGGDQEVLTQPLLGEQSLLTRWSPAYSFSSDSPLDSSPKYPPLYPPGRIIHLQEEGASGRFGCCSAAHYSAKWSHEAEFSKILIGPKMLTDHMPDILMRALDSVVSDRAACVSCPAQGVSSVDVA
Rtt109 Vps75 – C. albicans Rtt109 histone acetyltransferase inhibition | Q5AAJ8 | purified Rtt109/Vps75, ThioGlo CoA-SH fluorescence, 4 h | inhibition, % at 34.9 µM | 330,000 compounds, 0.16% hits | AID 540336;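 active = inhibition of at least 50% in every replicate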
Target sequence (Q5AAJ8 whole entry, looked up): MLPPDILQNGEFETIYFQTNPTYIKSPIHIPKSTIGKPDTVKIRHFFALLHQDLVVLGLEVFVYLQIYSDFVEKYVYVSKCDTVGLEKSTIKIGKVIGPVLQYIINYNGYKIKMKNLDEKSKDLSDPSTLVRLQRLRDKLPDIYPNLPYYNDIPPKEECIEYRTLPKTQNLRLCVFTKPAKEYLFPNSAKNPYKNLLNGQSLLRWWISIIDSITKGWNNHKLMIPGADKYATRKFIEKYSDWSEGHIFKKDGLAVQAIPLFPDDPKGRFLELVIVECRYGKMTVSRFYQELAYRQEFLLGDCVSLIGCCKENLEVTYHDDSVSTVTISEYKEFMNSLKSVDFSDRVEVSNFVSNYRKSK
Tat transport – inhibitors of E. coli Tat protein transport | E. coli MC4100 TorA-mCherry Tat export, fluorescence | inhibition, % at 10 µM | 340,000 compounds, 0.036% hits | AID 488895;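 active = mean replicate inhibition at least 50% and at least half of replicates individually reaching 50%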;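 note: exported cargo escapes ClpAP degradation while cytoplasmic cargo is degraded and loses fluorescence; 0% = median of neutral control wells and 100% = median of NaSCN control wells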
PvdQ acylase – P. aeruginosa PvdQ acylase inhibition; purified PvdQ acylase, fluorescence plate reader; inhibition, % at 10 µM; 340,000 compounds, 0.063% hits; AID 488965; in the data active = inhibition above about 30%, passing the limit was not always enough;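 note: 0% = vehicle neutral wells and 100% = reference inhibitor wells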
E coli growth – reduces bacterial viability in AddAB counter-screen; E. coli V3065 growth, OD600 absorbance, 18 h; inhibition, % at 11.9 µM; 330,000 compounds, 0.27% hits;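 active = inhibition above the campaign's mean inhibition across all tested compounds plus 3 SD, cut at about 9.9% in these data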;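 note: uninfected addAB+ strain grown without phage in ampicillin broth; 0% = DMSO wells and 100% = ciprofloxacin 0.95 µg/ml wells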
CAL PDZ FP – inhibitors of human CAL PDZ peptide binding; purified CAL PDZ, TMR-peptide fluorescence polarization, 1 h; inhibition, % at 20 µM; 330,000 compounds, 0.02% hits; AID 504414;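 active = highest replicate inhibition of at least 40%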;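 note: plate controls were DMSO neutral control wells for no effect and unlabeled competitor peptide control wells for full effect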
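System: purified tagged CAL PDZ domain construct (CerCALP). Schedule: 1 h incubation at room temperature before polarization reading. Medium: 25 mM sodium phosphate pH 7.4, 150 mM NaCl, TCEP, IgG, Thesit. Read-out: percent inhibition from loss of millipolarization. Measured by: FP readout, S and P plane fluorescence. Probe or stimulus: fluorescent TMR peptide probe.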
phage Ecoli inh – E. coli growth loss with phage present. growth absorbance. inhibition, % at 11.9 µM. 360,000 compounds, 0.26% hits. AID 651602; in the data active = inhibition above about 11%
Wnt bcat act – Wnt/beta-catenin pathway activation | activation, % at 9.35 µM | 300,000 compounds, 1.2% hits | Wnt/beta-catenin reporter cell assay, activator, plate reader; in the data active = activation above about 30%, passing the limit was not always enough;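 note: 0% = neutral control wells and 100% = positive control wells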
PfHsp90 set2 – inhibits growth of yeast expressing Plasmodium falciparum Hsp90 | S. cerevisiae expressing PfHsp90, BacTiter-Glo ATP, 48 h; yeast lacking PDR1 and PDR3 efflux regulators | inhibition, % at 9.4 µM | 310,000 compounds, 0.32% hits | AID 504621;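 active = every replicate shows inhibition above about 80%, whatever the replicate mean, limit read from the data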;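 note: 0% = DMSO neutral controls and 100% = 20 µM radicicol positive controls; yeast relying on Plasmodium falciparum Hsp90 in place of its own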
Starred values were filed as active, the others as inactive.

Screening CC(NC(=O)c1ccco1)C(=O)N1CC=C(c2ccccc2)CC1 (stereo unspecified) returned AddAB inh 2.7, DAGLB inh 1, Rtt109 Vps75 13, Tat transport 3, PvdQ acylase 2, E coli growth 1.7, CAL PDZ FP -1.0, phage Ecoli inh 2.9, Wnt bcat act 2 and PfHsp90 set2 8.
For O=C(Nc1ccccc1)N(c1ccccc1)C1C=CS(=O)(=O)C1 (stereo unspecified) the results were AddAB inh 1.5, E coli growth 2.1, phage Ecoli inh 1.9 and Wnt bcat act 0.
`COCCn1c(=O)[nH]c(=O)c2cc(C(=O)c3cc(Cl)ccc3O)cnc21` gave AddAB inh 0.0, DAGLB inh 3, Rtt109 Vps75 11, Tat transport -5, PvdQ acylase 9, E coli growth -2.6 and CAL PDZ FP -0.9.
For CCOC(=O)c1c(C)[nH]c(C=O)c1Cc1cccc(Cl)c1 the results were AddAB inh 3.9, DAGLB inh 0, Rtt109 Vps75 1, Tat transport 1, PvdQ acylase 12, E coli growth 0.2, CAL PDZ FP -1.2, phage Ecoli inh 1.7, Wnt bcat act -3 and PfHsp90 set2 -17.
CC(C)CN(C(=O)COC(=O)c1ccc2c(c1)OCCO2)c1c(N)n(Cc2ccccc2)c(=O)[nH]c1=O was read as AddAB inh -0.7, DAGLB inh 2, Rtt109 Vps75 14, Tat transport -10, PvdQ acylase 2, E coli growth 1.4, CAL PDZ FP -1.7, phage Ecoli inh 0.2, Wnt bcat act -1 and PfHsp90 set2 -4.
CCCC(=O)Nc1ccc(OCC(=O)OC)cc1 was read as AddAB inh 0.2, DAGLB inh 1, Rtt109 Vps75 -16, Tat transport -3, PvdQ acylase -5, E coli growth -0.9, CAL PDZ FP -0.4, phage Ecoli inh 0.0 and PfHsp90 set2 -4.
`O=C(CSc1nnc(Cc2ccccc2)o1)Nc1cccc(F)c1` gave AddAB inh 0.8, DAGLB inh -5, Rtt109 Vps75 -1, Tat transport -4, PvdQ acylase 6, E coli growth 1.1, CAL PDZ FP -3.5, phage Ecoli inh 1.2, Wnt bcat act -1 and PfHsp90 set2 -54.
For Brc1ccc(CN2CC[C@H]3C=CCc4cccc(c43)C2)cc1 the results were AddAB inh 4.0, DAGLB inh -17, Rtt109 Vps75 1, Tat transport 5, PvdQ acylase -15, E coli growth 0.7, CAL PDZ FP -0.3, phage Ecoli inh 4.0, Wnt bcat act -4 and PfHsp90 set2 12.
For COc1ccc(-c2nc(C#N)c(N3CCCCCC3)o2)cc1 the results were AddAB inh 0.3, DAGLB inh -7, Tat transport 3, PvdQ acylase -11, E coli growth 0.6, CAL PDZ FP -1.2, phage Ecoli inh 0.2 and PfHsp90 set2 -11.
Screening CCN(CC)c1nc(C)c(C(C)=O)cc1C#N returned AddAB inh 3.1, DAGLB inh -3, Rtt109 Vps75 -5, Tat transport -6, PvdQ acylase 10, E coli growth -1.9, CAL PDZ FP -1.3 and phage Ecoli inh 2.6.
Screening Cn1c(Cc2cccs2)nnc1SCC(=O)Nc1ccccc1F returned AddAB inh 1.4, DAGLB inh 4, Rtt109 Vps75 -13, Tat transport -1, PvdQ acylase -12, E coli growth 4.0, CAL PDZ FP -1.5, phage Ecoli inh 0.2, Wnt bcat act -3 and PfHsp90 set2 14.
CC(C)N(C(=O)COC(=O)c1cccc(C(=O)OCC(=O)N(C(C)C)C(C)C)n1)C(C)C was read as AddAB inh 0.2, Rtt109 Vps75 5, Tat transport -9, PvdQ acylase -11, E coli growth 1.7, CAL PDZ FP -0.1, phage Ecoli inh 5.8, Wnt bcat act 1 and PfHsp90 set2 -57.
For O=C1C(=Cc2cccn2-c2ccc(O)cc2)C(=O)c2ccccc21 the results were AddAB inh 2.7, DAGLB inh 3, Rtt109 Vps75 -3, Tat transport -4, PvdQ acylase -29, E coli growth 0.6, CAL PDZ FP -0.6, phage Ecoli inh 0.3 and PfHsp90 set2 -33.
COc1cccc(C(=O)NCC(=O)OC(C)C(=O)NC23CC4CC(CC(C4)C2)C3)c1 (stereo unspecified) was read as AddAB inh 0.2, DAGLB inh -1, Rtt109 Vps75 4, Tat transport 1, PvdQ acylase -2, E coli growth 0.7, CAL PDZ FP 0.0, phage Ecoli inh 2.7 and Wnt bcat act 2.
CC(/C=C/c1ccc2c(c1)OCO2)=N\NC(=O)c1ccccc1 was read as AddAB inh 2.3, DAGLB inh -2, Rtt109 Vps75 -1, Tat transport -4, PvdQ acylase -11, E coli growth 0.3, CAL PDZ FP -2.1, phage Ecoli inh 2.0, Wnt bcat act 2 and PfHsp90 set2 22.
Cc1ccc(C)c(N2CCN(C(=O)Cc3ccc(NC4=NC5CS(=O)(=O)CC5S4)cc3)CC2)c1 (stereo unspecified) was read as AddAB inh 0.5, DAGLB inh 3, Rtt109 Vps75 10, Tat transport 12, PvdQ acylase -2, E coli growth -3.5, CAL PDZ FP -0.2, phage Ecoli inh 2.2, Wnt bcat act -2 and PfHsp90 set2 3.
For CCCN1CCN(CCCNC(=O)c2ccc3c(Cl)c4c(nc3c2)CCCC4)CC1 the results were AddAB inh 0.7, DAGLB inh 1, Rtt109 Vps75 2, Tat transport -1, PvdQ acylase -11, E coli growth -4.3, CAL PDZ FP -4.2, phage Ecoli inh -1.9, Wnt bcat act -4 and PfHsp90 set2 10.
COC(=O)Cn1cnc2c(oc3ccccc32)c1=O was read as AddAB inh 2.9, DAGLB inh 2, Rtt109 Vps75 2, Tat transport -6, PvdQ acylase -7, E coli growth 1.0, CAL PDZ FP -1.4 and PfHsp90 set2 8.
For COC(=O)c1c(NC(=O)c2ccc(Br)o2)sc(C)c1C the results were AddAB inh 0.1, DAGLB inh -2, Tat transport 2, PvdQ acylase -6, E coli growth -0.7, CAL PDZ FP -2.7, phage Ecoli inh 0.5 and PfHsp90 set2 -23.
For Cc1nn(C(=O)Cn2cc([N+](=O)[O-])cn2)c(C)c1Cl the results were AddAB inh 2.8, DAGLB inh 3, Rtt109 Vps75 -1, Tat transport 4, PvdQ acylase -2, E coli growth 2.3, CAL PDZ FP -2.2, phage Ecoli inh 0.5, Wnt bcat act 27 and PfHsp90 set2 1.
Screening Oc1ccc(C(c2nnnn2C2CCCCC2)N2CCOCC2)cc1 (stereo unspecified) returned AddAB inh 1.0, DAGLB inh 1, Rtt109 Vps75 -6, Tat transport -1, PvdQ acylase -2, E coli growth -0.4, CAL PDZ FP -1.6, phage Ecoli inh -2.9, Wnt bcat act 0 and PfHsp90 set2 -3.
Screening CC(=O)c1cccc(S(=O)(=O)NCCC(=O)NC2CCCCCC2)c1 returned AddAB inh 0.3, DAGLB inh -2, Rtt109 Vps75 4, Tat transport 10, PvdQ acylase -1, E coli growth -0.5, CAL PDZ FP -1.8, phage Ecoli inh 2.6, Wnt bcat act 1 and PfHsp90 set2 -6.
Screening O=c1[nH]c2c(c(=O)[nH]1)OCN(Cc1ccccc1)C2 returned DAGLB inh -1, Rtt109 Vps75 -5, Tat transport 5, PvdQ acylase 3, CAL PDZ FP -0.3, phage Ecoli inh 1.4, Wnt bcat act -3 and PfHsp90 set2 11.
For CCOC(=O)c1ccc(NC(=O)c2nc[nH]c2C(=O)NCCCCCNC(=O)OC(C)(C)C)cc1 the results were AddAB inh -0.4, DAGLB inh -3, Rtt109 Vps75 0, Tat transport -3, PvdQ acylase -16, E coli growth -3.5, CAL PDZ FP -0.2, phage Ecoli inh 2.3, Wnt bcat act -1 and PfHsp90 set2 -34.
`COc1cc(NC(=O)c2ccc(C)cc2)c(OC)cc1NC(=O)CN1CCCCC1` gave AddAB inh 1.7, DAGLB inh -1, Rtt109 Vps75 2, Tat transport -8, PvdQ acylase 3, E coli growth -1.9, CAL PDZ FP -1.2, phage Ecoli inh 0.9 and PfHsp90 set2 -2.
Screening CCN(CC)CCn1c2ccc(F)cc2c2nc(C)sc21 returned AddAB inh 0.4, DAGLB inh -1, Rtt109 Vps75 0, Tat transport -3, PvdQ acylase 8, E coli growth -2.0, CAL PDZ FP -1.3, phage Ecoli inh -1.6, Wnt bcat act -7 and PfHsp90 set2 13.
For COc1cccc(NC(=O)CN2CCC(C)CC2)c1 the results were AddAB inh 2.9, DAGLB inh 1, Rtt109 Vps75 28, Tat transport 5, PvdQ acylase -11, E coli growth 3.5, CAL PDZ FP -1.1 and phage Ecoli inh 0.9.
For CC(=O)Nc1ccc(-c2cc(C(=O)O)c3ccccc3n2)cc1 the results were AddAB inh 0.3, DAGLB inh -1, Rtt109 Vps75 -3, Tat transport 4, PvdQ acylase -2, E coli growth -0.1, CAL PDZ FP -0.2, phage Ecoli inh -1.7, Wnt bcat act 3 and PfHsp90 set2 4.
CCOc1ccc(NC(=O)c2nn(C)cc2Br)cc1 was read as AddAB inh 0.2, DAGLB inh 0, Rtt109 Vps75 0, Tat transport 0, PvdQ acylase -4, E coli growth 1.2, CAL PDZ FP -1.8, phage Ecoli inh 3.2 and PfHsp90 set2 13.
Cc1cc(=O)[nH]c(SCC2COC3(CCCCC3)O2)n1 (stereo unspecified) was read as AddAB inh 3.6, DAGLB inh -1, Rtt109 Vps75 12, Tat transport -6, PvdQ acylase -8, E coli growth -1.5, CAL PDZ FP 0.6, phage Ecoli inh 3.6, Wnt bcat act -4 and PfHsp90 set2 5.
Screening O=C(CCNS(=O)(=O)c1ccccc1C(F)(F)F)NNC(=O)c1csc(N2CCOCC2)n1 returned AddAB inh 1.5, DAGLB inh 1, Rtt109 Vps75 -3, Tat transport -1, PvdQ acylase -8, E coli growth 0.2, CAL PDZ FP 0.0, phage Ecoli inh 1.6, Wnt bcat act 2 and PfHsp90 set2 6.
Screening N#CC1=C(N)NC(SCc2ccccc2)=C(C#N)C12CCCC2 returned AddAB inh 4.0, DAGLB inh 3, Rtt109 Vps75 1, Tat transport 1, PvdQ acylase -17, E coli growth -0.4, CAL PDZ FP -0.7, phage Ecoli inh 1.3 and PfHsp90 set2 -6.
COc1ccc(C=O)cc1OS(=O)(=O)c1ccccc1[N+](=O)[O-] was read as AddAB inh -0.3, DAGLB inh 2, Rtt109 Vps75 -19, Tat transport 3, PvdQ acylase -21, E coli growth -1.6, CAL PDZ FP -1.9, phage Ecoli inh 0.5, Wnt bcat act 0 and PfHsp90 set2 -5.
`COc1ccccc1C(=O)N1CCc2ccccc21` gave AddAB inh 2.5, DAGLB inh -1, Rtt109 Vps75 -14, Tat transport 2, PvdQ acylase -14, E coli growth -1.2, CAL PDZ FP -0.8, phage Ecoli inh 3.7 and PfHsp90 set2 -3.
